# Screens (PubChem BioAssay)
# PhoP GFP inhibition – PhoP regulon inhibitors, Salmonella typhi PhoP promoter GFP reporter, confirmatory (AID 1850); 310,000 compounds, 0.33% hits; Salmonella Typhi PhoP-promoter GFP reporter, fluorescence, 4 h; higher % means a stronger effect; inhibition, % at 50 µM; hits with a dose series show IC50 in µM; in the data active = a potency from the dose series; inconclusive = inhibition mostly from about 25% at the one dose, without a potency; inactive = the rest, 99 in 100 with inhibition below about 19%;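 note: 0% = induced wells with vehicle and 100% = uninduced wells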
# influenza NS1A – H1N1 influenza NS1A inhibitors, functional cell based assay (AID 504329) | NS1A functional cell-based assay, percent inhibition; higher % means a stronger effect | inhibition, % at 12.5 µM; hits with a dose series show IC50 in µM | 340,000 compounds, 0.3% hits; in the data active = a potency from the dose series; inconclusive = inhibition above about 27% without an active follow-up result; note: strong numbers were not always called active
# VEEV TC-83 Vero – inhibitors of VEEV TC-83 cytopathic effect, confirmation, Vero cells (AID 588727) | inhibition, % at 20 µM; hits with a dose series show IC50 in µM | 350,000 compounds, 0.13% hits | Vero cells, VEEV TC-83 cytopathic effect inhibition; higher % means a stronger effect; in the data active = a potency from the dose series; inconclusive = inhibition mostly from about 14% at the one dose, without a potency; inactive = the rest, 99 in 100 with inhibition below about 12%; note: strong numbers were not always called active
# tuberculosis growth – growth inhibition of non-replicating M. tuberculosis (AID 488890). 320,000 compounds, 0.39% hits. inhibition, % at 25 µM; hits with a dose series show IC50 in µM. Mycobacterium tuberculosis non-replicating, growth inhibition; higher % means a stronger effect; in the data active = a potency from the dose series; inconclusive = inhibition mostly from about 82% at the one dose, without a potency; inactive = the rest, 99 in 100 with inhibition below about 76%;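 note: plate controls were DMSO cells for no effect and high antibiotic wells for full effect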
# H37Rv inhibition – M. tuberculosis growth inhibition, HTS (AID 449762); M. tuberculosis H37Rv growth inhibition, 7H9 media; higher % means a stronger effect; inhibition, % at 25 µM; hits with a dose series show IC50 in µM; 330,000 compounds, 0.59% hits; in the data active = a potency from the dose series; inconclusive = inhibition above about 70% without an active follow-up result;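 note: bacterial growth assessed after seven days of incubation; strong numbers were not always called active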
# VEEV TC-83 Vero 10K pilot screen – recorded beside VEEV TC-83 Vero, whose call it bears; inhibition, %; measured here: 10K pilot screen inhibition
# Starred values were filed as active, the others as inactive; i = inactive; ? = inconclusive; / = no result given. This is a random part of the collection. Share with any hit: about 1.4%.
SMILES,PhoP GFP inhibition,influenza NS1A,VEEV TC-83 Vero,tuberculosis growth,H37Rv inhibition,others
CCOCCCN(C(=O)Nc1ccc(CC)cc1)C1CCN(C(C)=O)CC1,-2%,-7%,1.1%,2%,1%,
O=C1N[C@H](Cc2ccccc2)C(=O)N[C@H]1Cc1cn(S(=O)(=O)c2ccccc2)c2ccccc12,7%,/,/,46%,3%,
COc1ccccc1NC(=O)C1CCCN(C(=O)Nc2ccc(F)cc2)C1 (stereo not drawn),4%,-3%,1.2%,-14%,7%,
O=C(Nc1ccc(N2CCN(C(=O)c3ccccc3F)CC2)cc1)c1cncc(Br)c1,12%,1%,9.9%,15%,33%,
CCOC(=O)Nc1cccc(OCC(=O)Nc2ccc(OC)cc2OC)c1,-2%,-15%,8.0%,i,-6%,
COC(=O)c1cc(S(=O)(=O)N2CCN(c3ccccc3)CC2)c[nH]1,-6%,4%,0.2%,-9%,0%,VEEV TC-83 Vero 10K pilot screen=1.3
CC(=O)c1cccc(-n2nnnc2SCC(=O)Nc2ccccc2N2CCCCC2)c1,-2%,5%,7.2%,16%,9%,
CN(C)c1ccc(CNc2ccccn2)cc1,-9%,2%,i,49%,0%,
CC(C(=O)N1CCc2ccccc2C1)N(c1ccccc1)S(C)(=O)=O (stereo not drawn),-1%,-8%,0.7%,8%,-2%,
COc1ccc2[nH]c3c(c2c1)CCN1C(=O)C(CC(=O)NCc2ccco2)C[C@H](C(=O)N2CCCCC2)[C@@]31C (stereo partly drawn),/,-12%,i,/,/,
Cc1ccc(S(=O)(=O)C2(C(=O)NCCc3ccccc3)CC2)cc1,-13%,-8%,i,-3%,3%,
CC(=O)c1c(C)[nH]c(C(=O)Nc2ccc(Cl)cc2)c1C,-1%,7%,3.1%,2%,2%,
CC(C)c1ccc(CN2C(=O)c3ccccc3S2(=O)=O)cc1,2%,2%,i,56%,-1%,
O=C(Nc1c(C(=O)N2CCOCC2)cnn1-c1ccccc1)c1ccccc1F,4%,6%,0.7%,-1%,2%,
N#CC(c1ccc([N+](=O)[O-])cc1)C(CC(=O)c1ccccc1)c1ccccc1 (stereo not drawn),/,7%,2.9%,/,/,
COc1ccc(OC)c(NC(=O)CCNS(=O)(=O)c2cccc3nonc23)c1,11%,-10%,1.9%,4%,5%,
Cc1cc(C(=O)OCC(=O)NCc2cccs2)ccc1[N+](=O)[O-],/,3%,2.6%,49%,2%,
CCc1nnc(N2C(=O)c3cccc4cccc(c34)C2=O)s1,5%,0%,0.1%,7%,1%,
CC1CCN(Cc2cnc(Cl)s2)CC1,1%,-8%,0.5%,25%,6%,
C/C(=N\NC(=O)c1ccccc1O)c1c(O)n(Cc2ccccc2)c(=O)[nH]c1=O,1%,-5%,3.9%,15%,-2%,

# A draw from above in order of formula weight, descending.
SMILES,PhoP GFP inhibition,influenza NS1A,VEEV TC-83 Vero,tuberculosis growth,H37Rv inhibition,others
COc1ccc2[nH]c3c(c2c1)CCN1C(=O)C(CC(=O)NCc2ccco2)C[C@H](C(=O)N2CCCCC2)[C@@]31C (stereo partly drawn),/,-12%,i,/,/,
CC(=O)c1cccc(-n2nnnc2SCC(=O)Nc2ccccc2N2CCCCC2)c1,-2%,5%,7.2%,16%,9%,
COc1ccc(OC)c(NC(=O)CCNS(=O)(=O)c2cccc3nonc23)c1,11%,-10%,1.9%,4%,5%,
O=C(Nc1c(C(=O)N2CCOCC2)cnn1-c1ccccc1)c1ccccc1F,4%,6%,0.7%,-1%,2%,
CCOC(=O)Nc1cccc(OCC(=O)Nc2ccc(OC)cc2OC)c1,-2%,-15%,8.0%,i,-6%,
COC(=O)c1cc(S(=O)(=O)N2CCN(c3ccccc3)CC2)c[nH]1,-6%,4%,0.2%,-9%,0%,VEEV TC-83 Vero 10K pilot screen=1.3
Cc1ccc(S(=O)(=O)C2(C(=O)NCCc3ccccc3)CC2)cc1,-13%,-8%,i,-3%,3%,
Cc1cc(C(=O)OCC(=O)NCc2cccs2)ccc1[N+](=O)[O-],/,3%,2.6%,49%,2%,
CC(C)c1ccc(CN2C(=O)c3ccccc3S2(=O)=O)cc1,2%,2%,i,56%,-1%,
CCc1nnc(N2C(=O)c3cccc4cccc(c34)C2=O)s1,5%,0%,0.1%,7%,1%,
CC(=O)c1c(C)[nH]c(C(=O)Nc2ccc(Cl)cc2)c1C,-1%,7%,3.1%,2%,2%,
CC1CCN(Cc2cnc(Cl)s2)CC1,1%,-8%,0.5%,25%,6%,
CN(C)c1ccc(CNc2ccccn2)cc1,-9%,2%,i,49%,0%,

# Later entries:
SMILES,PhoP GFP inhibition,influenza NS1A,VEEV TC-83 Vero,tuberculosis growth,H37Rv inhibition,others
CCOCCOC(=O)c1[nH]c2c(c1C)C(=O)CC(c1cc(OC)c(OC)c(OC)c1)C2 (stereo not drawn),1%,-11%,6.9%,4%,3%,
COc1cccc(/C=C/C(=O)OCC(=O)NCc2ccco2)c1,14%,7%,i,53%,8%,
COc1ccc2nc(N3CCCC3)c(C#N)cc2c1,-1%,-1%,2.5%,16%,-5%,
Cc1ccc(S(=O)(=O)N(CC(=O)Nc2ccc(C)cc2C)C(=O)N2CCN(C)CC2)cc1,3%,-14%,1.2%,-18%,-4%,
CCCOc1ccc2oc(=O)c3c(c2c1)CCCN3C(=O)CN1CCc2ccccc2C1,1%,5%,4.6%,50%,68%,
Cc1nc2cc(C(=O)NCc3ccc4c(c3)OCO4)ccc2n1-c1ccc(Br)cc1,-8%,-3%,2.7%,33%,61%,
NC(=O)C1CCN(c2nc(-c3cccc(N)c3)cs2)CC1,/,13%,3.8%,7%,-8%,
Cc1ccc(SCCC(=O)N/N=C/c2ccncc2)cc1,-2%,/,1.9%,44%,?,
O=c1[nH]c2ccccc2c(=O)n1Cc1ccccc1,-1%,0%,0.8%,-13%,7%,
Cc1cc(C)nc(NC(=O)c2cccc(Cl)c2)n1,1%,-3%,i,8%,3%,
COc1ccc(S(=O)(=O)N2CCCCC2)cc1NC(=O)COc1ccccc1,-8%,-4%,5.8%,10%,0%,
Nc1cccc(-n2nnnc2CN2CCOCC2)c1,-8%,-6%,0.4%,13%,7%,
NNC(=O)COc1ccc(-c2n[nH]c(C(F)(F)F)c2-c2ccc(Br)cc2)c(O)c1,11%,-2%,1.1%,46%,7%,
CN(C)S(=O)(=O)c1ccc(N2CCCC2)c(C(=O)Nc2ccc(C(N)=O)cc2)c1,5%,-8%,2.3%,-4%,-10%,
COc1ccc(N(Cc2cc3cc(OC)ccc3[nH]c2=O)S(=O)(=O)c2ccc(NC(C)=O)cc2)cc1,10%,-4%,?,33%,9%,
CCOC(=O)N/N=C/c1cn(CCCOc2ccccc2)c2ccccc12,-9%,4%,0.6%,-1%,-2%,
CCCn1c(C)cc(/C=C(\C#N)C(=O)OCC(=O)N(CC)c2c(N)n(Cc3ccccc3)c(=O)[nH]c2=O)c1C,/,3%,2.2%,/,/,
Cc1cccc(-n2c(SCC(=O)N3CC(=O)Nc4ccccc43)nc3ccccc3c2=O)c1C,-9%,4%,9.4%,52%,58%,
O=C(CSCc1c(F)cccc1Cl)NCc1ccncc1,-3%,0%,i,15%,-3%,
COc1ccc(C2c3ccc(O)cc3Oc3ncn(Cc4ccco4)c(=N)c32)cc1OC (stereo not drawn),2%,-4%,6.8%,16%,1%,
CN1CCN(c2ccccc2NC(=O)Cc2ccc(Cl)cc2)CC1,-2%,-1%,0.5%,-5%,-2%,
O=C(O)c1sccc1S(=O)(=O)c1ccccc1,-1%,2%,0.9%,6%,3%,
CCOC(=O)C1=C(C)NC(C)=C(C(=O)OCC)C1c1nc2ccccc2[nH]1,3%,/,/,3%,0%,
COc1cc(/C=C/C(=O)OCC(=O)N2CCC(C)CC2)ccc1OCC#N,/,-15%,3.0%,15%,-4%,
CC1CN=C(N(C(=O)Nc2ccccc2)C(C)c2ccccc2)S1 (stereo not drawn),4%,4%,0.3%,-5%,-5%,
CC(=O)N1c2ccc(S(=O)(=O)N(C)c3cc(C)ccc3C)cc2CC1C (stereo not drawn),-7%,-29%,i,7%,-1%,
C[C@H](NC(=O)c1nc[nH]c1C(=O)N1CCc2ccccc2C1)C(=O)OCc1ccccc1,-12%,-5%,i,70%,8%,
CCOC(=O)N1CCN(C(=O)c2ccc(NC(=O)c3ccc(C)cc3)cc2)CC1,-7%,-2%,6.5%,11%,3%,
Cc1cc(C)c2c(=O)cc(C(F)F)oc2c1,-2%,2%,0.8%,1%,-3%,
CCc1ccc(NC(=O)COC(=O)/C=C/c2c(C)nn(C3CCS(=O)(=O)C3)c2Cl)cc1 (stereo not drawn),5%,-13%,i,20%,2%,
Cc1ccc(C(CC(=O)O)NC(=O)CCNC(=O)c2ccco2)cc1 (stereo not drawn),/,-4%,0.1%,/,/,
CC(SC(=S)N1CCOCC1)C(=O)O (stereo not drawn),-16%,5%,2.4%,-12%,-4%,
O=C(NC1CC1)C1CC(=O)N(c2ccc(F)cc2)C1 (stereo not drawn),10%,-4%,i,-9%,-3%,
COC(=O)c1ccc(-n2c(CCC(=O)O)ccc2-c2ccc(C)cc2)cc1,2%,3%,0.8%,14%,19%,
Cc1ccc(NC(=O)N2CCc3ccccc3C2)cc1C,-4%,-8%,1.4%,-9%,-1%,
Cc1ccc(O)c(C(CC(=O)N2CCCC2)c2ccccc2)c1 (stereo not drawn),0%,-1%,0.3%,-6%,-7%,
O=C(OCc1nnc(-c2ccc([N+](=O)[O-])cc2)o1)c1ccc(F)c(S(=O)(=O)N2CCOCC2)c1,/,1%,1.8%,/,/,
CN1C(=O)C2(NCCc3c2[nH]c2ccccc32)c2ccccc21 (stereo not drawn),-24%,-15%,1.5%,-2%,0%,
O=C(c1cccc(Cl)c1)N1CCN(C(=O)c2ccccc2F)CC1,1%,-7%,7.3%,-3%,-2%,
Cc1cc([N+](=O)[O-])nn1CC(=O)Nc1ccccn1,0%,6%,1.7%,-7%,11%,
CN(C)CCNC(=O)C(=O)NCC1OCCN1S(=O)(=O)c1cc(F)ccc1F (stereo not drawn),-3%,-10%,1.8%,1%,-2%,
CCCCN(C)C1CCN(C(=S)Nc2cccc(SC)c2)CC1,-4%,7%,0.2%,-7%,-11%,
CC1=C(C)C(=O)C(N2CCOCC2)=CC1=O,/,98%,2.5%,/,/,
N#Cc1nc(-c2ccc(Cl)cc2)oc1N1CCCCC1,-9%,22%,i,11%,4%,
CCOC(=O)CNC(=O)C1CCCN(c2ncccn2)C1 (stereo not drawn),-11%,-4%,i,7%,-4%,
CCOC(=O)N1CCC(NC(=O)c2ccc3c(c2)N(Cc2ccc(C)cc2)CCS3)CC1,1%,1%,0.6%,-8%,-10%,
CC(Sc1ccc([N+](=O)[O-])cn1)C(=O)Nc1nccs1 (stereo not drawn),-2%,6%,i,?,2%,
O=C(Nc1ccccc1C(F)(F)F)c1ccc(F)c(S(=O)(=O)N2CCOCC2)c1,10%,-8%,i,-7%,-6%,
Cc1ccc(-c2ccc(=O)n(CC(=O)N3CCC4(CC3)OCCO4)n2)cc1,3%,-3%,0.1%,0%,-2%,
Cc1cc(C)c(S(=O)(=O)Nn2cnnc2)c(C)c1,6%,-1%,i,4%,5%,

# Other compounds follow:
SMILES,PhoP GFP inhibition,influenza NS1A,VEEV TC-83 Vero,tuberculosis growth,H37Rv inhibition,others
COc1ccc2ccccc2c1CNC(=O)CC1C(=O)NCCN1CC(C)C (stereo not drawn),10%,-13%,2.0%,17%,-5%,
COc1cccc(C(=O)Nc2cccc(-c3nnc(-c4ccccc4)o3)c2)c1,12%,13%,8.9%,/,0%,
CCc1cccc2c1NC1(CCCC1)CC2C (stereo not drawn),11%,9%,i,14%,2%,
O=C(COC(=O)c1cccc(S(=O)(=O)NCc2ccccc2)c1)NCC1CCCO1 (stereo not drawn),-10%,2%,3.8%,2%,-7%,
COc1cccc(C(=O)NC(=S)N2c3ccccc3CC2C)c1OC (stereo not drawn),1%,11%,2.7%,5%,-5%,
O=c1c2ccccc2oc2cc(-c3ccc4cc[nH]c4c3)ccc12,/,-3%,i,1%,-4%,
Cc1ccc(-c2nc(N)sc2C)cc1,3%,-6%,1.3%,9%,52%,
COc1cccc(N2CC(NC(=O)C(=O)c3c[nH]c4ccccc34)CC2=O)c1 (stereo not drawn),-1%,-13%,11%,-2%,23%,
